Screening results from PubChem BioAssay.
PTHR1 agonist: qHTS for PTHR1 Agonists: Primary Screen; 410,000 compounds, 0.075% hits; Parathyroid hormone/parathyroid hormone-related peptide receptor (Homo sapiens), Q03431; Potency, µM (doses to about 115 µM), inactives show top-dose activation, most hits filed as activators; HEK293 GP2 PTHR1 cells, GloSensor cAMP luminescence, 1 h; also: potency is read from the fitted curve at half-maximal effect; nearly all actives have a fitted effect of over 55% in size; some results filed as inactive show a strong effect at the top dose; inactives centre near -15; many of its hits are not listed in these tables
Target sequence (Q03431 whole entry, looked up): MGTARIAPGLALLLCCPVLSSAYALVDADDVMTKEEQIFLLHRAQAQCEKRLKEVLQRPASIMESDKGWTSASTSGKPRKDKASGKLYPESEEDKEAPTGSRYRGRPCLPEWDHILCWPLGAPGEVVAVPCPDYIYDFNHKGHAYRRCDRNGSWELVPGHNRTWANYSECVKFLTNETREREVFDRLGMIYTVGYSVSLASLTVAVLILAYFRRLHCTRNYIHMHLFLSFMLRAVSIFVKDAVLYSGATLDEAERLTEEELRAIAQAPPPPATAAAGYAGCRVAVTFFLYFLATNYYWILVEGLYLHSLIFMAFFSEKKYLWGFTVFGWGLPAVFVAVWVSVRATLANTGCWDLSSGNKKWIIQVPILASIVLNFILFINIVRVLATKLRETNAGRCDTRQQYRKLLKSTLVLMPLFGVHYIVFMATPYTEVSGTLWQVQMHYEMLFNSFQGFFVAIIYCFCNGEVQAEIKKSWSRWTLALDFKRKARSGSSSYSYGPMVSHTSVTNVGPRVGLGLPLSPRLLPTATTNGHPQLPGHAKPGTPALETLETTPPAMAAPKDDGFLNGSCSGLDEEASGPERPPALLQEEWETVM
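HEK-293-derived GP2 cells expressing PTHR1 and a GloSensor cAMP reporter, 3,000/well, plated overnight, given luciferin plus IBMX (each 0.5 mM as added) for 1 h at 37 °C, then compound for 1 h at 37 °C. Luminescence was read after 15 min at room temperature.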
HEK293 tox: qHTS of GLP-1 Receptor Inverse Agonists: Cytotox Screen; HEK293 cAMP-luciferase reporter cells, luminescence, 24 h; Potency, µM (top dose mostly 38.3 µM), for the others: at the highest dose activity change, negative = inhibition, actives largely listed as inhibitors; 410,000 compounds, 0.13% hits; AID 624418, 2012;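 also: loss of luciferase light is scored as toxicity; potency is read from the fitted curve at half-maximal effect; % is scaled to controls: 0 for no effect and ±100 for the full control effect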
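MLSMR compounds, 24 hr on cells at 37 deg C/5% CO2; luminescence after luciferase reagent (12 min RT). Inhibition counted as the undesired cytotoxic outcome.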
TDP43 rescue: qHTS of TDP-43 Inhibitors | TDP-43 expressing yeast growth rescue, BacTiter-Glo, 24 h | Potency, µM (titrated, usually from 46.1 µM), for inactives: at the top dose growth rescue (activation), usual class: activators | 410,000 compounds, 1.8% hits; also: potency is read from the fitted curve at half-maximal effect; % of control where 0% means no effect; nearly all actives have a fitted effect of over 50% in size
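Readout is BacTiter-Glo luminescence of cell growth, so inhibitors register as activators. TDP-43-expressing yeast at OD600=0.02 in galactose medium, after raffinose pregrowth to mid-log, were incubated with compound for 24 hr at 30 deg C.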
D3 ag: qHTS of D3 Dopamine Receptor Agonist: qHTS; D(3) dopamine receptor (Homo sapiens), P35462; D3R DiscoveRx beta-arrestin cells, luminescence, 90 min; max activation, %; 410,000 compounds, 0.58% hits; in the data active = max activation above about 30%; also: 0% is about no effect; mostly tested at two doses, the higher about 12 µM
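Agonist mode: compounds and dopamine controls were applied to plated cells for 90 min at 37 degrees C after an overnight attachment at 1500 cells/well. Luminescent read-out followed 30 - 60 minutes at room temperature with DiscoveRx detection reagent.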
GLP1R ag: qHTS of GLP-1 Receptor Agonists; Glucagon-like peptide 1 receptor (Homo sapiens), P43220; HEK293 GLP-1R CRE-luciferase, luminescence, 4-6 h; cells express a hypersensitive GLP-1R form; Potency, µM (highest dose often 45.6 µM), without a hit: top-dose activation, actives largely listed as activators; 380,000 compounds, 0.007% hits; also: potency is read from the fitted curve at half-maximal effect; % of control where 0% means no effect
Target sequence (P43220 whole entry, looked up): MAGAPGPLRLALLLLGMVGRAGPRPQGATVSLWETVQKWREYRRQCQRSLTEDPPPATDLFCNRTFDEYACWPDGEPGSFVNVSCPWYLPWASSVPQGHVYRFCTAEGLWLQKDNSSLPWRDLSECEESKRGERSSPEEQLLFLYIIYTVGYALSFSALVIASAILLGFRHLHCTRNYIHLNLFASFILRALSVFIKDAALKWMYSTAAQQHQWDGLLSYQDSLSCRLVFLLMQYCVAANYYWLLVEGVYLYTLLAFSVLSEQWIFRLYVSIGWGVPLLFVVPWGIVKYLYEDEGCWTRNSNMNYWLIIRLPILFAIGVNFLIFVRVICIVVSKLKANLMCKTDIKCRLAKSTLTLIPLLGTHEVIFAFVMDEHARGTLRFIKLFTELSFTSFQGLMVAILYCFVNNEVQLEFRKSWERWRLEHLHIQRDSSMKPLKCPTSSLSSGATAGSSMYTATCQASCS
aSyn rescue: qHTS of alpha-syn Inhibitors. Yeast expressing alpha-synuclein, growth rescue, BacTiter-Glo, 24 h. Potency, µM (series often up to 46.1 µM), for the others: top-dose growth rescue (activation), usual class: activators. 370,000 compounds, 0.14% hits; also: potency is read from the fitted curve at half-maximal effect; % of control where 0% means no effect; nearly all actives have a fitted effect of over 65% in size
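Galactose-induced alpha-syn yeast (OD600=0.02, raffinose-pregrown) + pinned cpd, 24 hr, 30 deg C; growth by BacTiter-Glo luminescence. Growth restoration scores as activation.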
D3 antag: qHTS of D3 Dopamine Receptor Antagonist: qHTS | D(3) dopamine receptor (Homo sapiens), P35462 | D3R cells, DiscoveRx beta-arrestin luminescence, antagonist mode; stronger effect = lower value | max response, negative = inhibition, % | 360,000 compounds, 2.5% hits; in the data active = max response below about -50%; inconclusive = no clear call, values can overlap the other calls; also: % is scaled to controls: 0 for no effect and ±100 for the full control effect; mostly tested at two doses, the higher about 12 µM
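Cells expressing the human receptor were seeded at 1500 cells/well, incubated overnight at 37 degrees C in 5% CO2, then exposed to library compounds with dopamine controls for 90 minutes at 37 degrees C before luminescent detection.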
KB-V1 MDR tox: qHTS assay for MDR1-selective chemotherapeutics: Primary screen using the drug-selected MDR subline cells KB-V1; AID 1347076, 2019; Potency, µM (titrated, usually from 46.1 µM), for inactives: at the top dose activity change, negative = cytotoxicity, actives largely listed as cytotoxic; 400,000 compounds, 3.4% hits; KB-V1 MDR cells viability, CellTiter-Glo, 72 h; also: potency is read from the fitted curve at half-maximal effect; % is scaled to controls: 0 for no effect and ±100 for the full control effect; nearly all actives have a fitted effect of over 60% in size
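Cells of the MDR subline KB-V1 are plated, dosed with compound at multiple concentrations, and incubated 72 h at 37 degrees C; CellTiter-Glo is then added and luminescence read after 10 min.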
GLP1R inv ag: qHTS of GLP-1 Receptor Inverse Agonists (Inhibition Mode); Glucagon-like peptide 1 receptor (Homo sapiens), P43220; HEK293 GLP-1R CRE-luciferase, luminescence, 24 h; GLP-1R form is constitutively active; Potency, µM (top dose mostly 38.3 µM), for the others: at the highest dose activity change, negative = inhibition, hits mostly inhibitors; 410,000 compounds, 1.6% hits; also: potency is read from the fitted curve at half-maximal effect; % is scaled to controls: 0 for no effect and ±100 for the full control effect; nearly all actives have a fitted effect of over 55% in size
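qHTS in 1536-well format: reporter HEK293 cells expressing constitutive GLP-1R activity in DMEM + 10% Nu serum, 24 hr with compounds at 37 deg C, luminescence read after 12 min with detection reagent.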
* marks the source's active call; other numbers are inactive results; i = inactive; ? = inconclusive; nt = not tested or not shown; & = joins results of further samples; ! = a repeat was not active; [ ] = dose if it differs, or a comment. Unless noted, calls follow the shape of the dose curve; as a rule, active = well fitted curve in the direction sought with a large enough effect; inconclusive = small, poorly fitted or top-dose-only effect, or another doubt; inactive = no such curve, though single readings can be large; an effect the other way counts as inactive or inconclusive. The list is partial; the hit share may differ from the screen's.

SMILES | PTHR1 agonist | HEK293 tox | TDP43 rescue | D3 ag | GLP1R ag | aSyn rescue | D3 antag | KB-V1 MDR tox | GLP1R inv ag
CC(C)(C)NCC(O)COc1ccc(Br)cc1 (stereo not given) | -9% | 2% | 12% | 6 | 2% | 6% | 0 | 3% | -43%
CCN(CC)c1ccc(NC(=O)CN2CCN(CC(=O)Nc3ccccc3OC)CC2)cc1 | -25%&-20% | 0%&-10% | -1%&4% | 1&-14 | 0%&1% | -3%&-5% | -1 | ? | -12%&0%
Cc1ccc(SCc2[nH]nc3c2C2(CCSCC2)C(C#N)=C(N)O3)cc1 | i | 8% | -2% | 3 | 0% | 10% | 5 | ? | -3%
CC1CCN(S(=O)(=O)c2ccc3c(c2)c(=O)c(C(=O)N2CCCCC2)cn3C)CC1 | -31%[inhibitor] | -4% | -20% | 35* | -2% | -1% | 7 | 8% | 0%
CC(C)(C)C(=O)/C=c1\s/c(=C\c2ccc(-c3ccc([N+](=O)[O-])cc3)o2)c(=O)n1CC(=O)NC(N)=O | -14% | 8% | 12% | 6 | 10% | 0% | 14 | 5% | 13%
COc1ccc(CC(=O)Nc2nc(-c3ccc(F)c(F)c3)cs2)cc1 | -34%[inhibitor] | -1% | 21% | 6 | 8% | -6% | 8 | ? | 11µM*
CCOC(=O)C1=C(C)NC(C)=C(C(=O)OC)C1c1ccco1 (stereo not given) | i | -13% | -7% | 6 | 9% | -2% | -8 | 3% | 3%
O=C(NCc1ccc2c(c1)OCO2)C1CC(c2ccccc2O)=NO1 (stereo not given) | 2%[57.5 µM] | 2% | 16% | 3 | 0% | ? | -16 | 20% | 0%
CCC1=[N+](CC(=O)c2ccc(C)cc2)CCn2cccc21 | i | 1% | 0% | -7 | -2% | 2% | -14 | -21% | ?
CCOc1ccccc1/C=C(\C#N)C(=O)NC1CC1 | i | -2% | 17% | 2 | -4% | 0% | -13 | ? | -4%
Cc1ccc(C(=O)Oc2cc(-c3ccccc3)no2)cc1 | i | 2% | -2% | 0 | -2% | -7% | 18 | 0% | 3%
N#C/C(=C(/O)COc1ccc(Br)cc1)c1nnc2n1CCCCC2 | -3% | 2% | -2% | 1 | 6% | 11% | -1 | -3% | 8%
CCOc1ccc(OCCC(=O)Nc2ccccc2C(=O)NC2CC2)cc1 | -23% | 3% | 23% | 1 | -7% | 4% | -2 | 0% | -15%
COc1cc(OC)c(-c2nn3c(C4CCCCC4)nnc3s2)cc1OC | i | -9% | 0% | 21 | 35% | -3% | -6 | ? | 82%[activator]
O=C(CN(c1ccccc1)S(=O)(=O)c1ccc(Cl)cc1)Nc1ccccc1C(=O)N1CCCC1 | -3%[57.5 µM] | 2% | -7% | 4 | -2% | -1% | -26 | 5.8µM* | ?
COc1ccccc1NC(=S)NCC1CCC(CNC(=S)Nc2ccccc2OC)CC1 (stereo not given) | -6% | 5% | 6% | -2 | 13% | 0% | -13 | 0% | 8%
Brc1ccc(CSc2ncnc3nc[nH]c23)cc1 | -57%[inhibitor] | 4% | ? | 1 | 0% | -12% | -15 | 0% | -15%
CC1(C(=O)NCc2ccccc2)Oc2ccccc2NC1=O (stereo not given) | i | -2% | 5% | 2 | -8% | 0% | ? | -2% | 6%
Cc1occc1C(=O)NNC(=S)NC(=O)COc1ccc(Cl)cc1Cl | -18% | -11% | ? | -5 | -2% | ? | ? | ? | -7%
CN(C(=O)N1CCN(S(=O)(=O)c2ccccc2)CC1)c1ccccc1 | -11% | 9% | 8% | 0 | 12% | 1% | -4 | -4% | 19%
CC(=O)Nc1ccc(NC(=O)C2CCCN2C(=O)Nc2ccccc2[N+](=O)[O-])cc1 (stereo not given) | -1% | 1% | 7% | -14 | 18% | 0% | -11 | 9% | 45%[activator]
O=C(CSc1nccn(-c2cccc(F)c2)c1=O)Nc1ccc(Cl)cc1F | i | 2% | 18µM* | 26 | 5% | -78%[inhibitor] | 2 | -24% | 7%
N#Cc1ccccc1NCc1ccccc1 | i | 30% | 11% | -10 | 0% | 20% | -18 | -18% | 0%
CCc1ccc(NC(=O)CSc2nc3ccsc3c(=O)n2CCC(=O)O)cc1 | -6% | -9% | -7% | 4 | -2% | -1% | -17 | 12% | 0%
CCC(C)Sc1cccc(-c2nc3cc(C)ccn3c2NC2CCCCC2)c1 (stereo not given) | -84%&-82%[inhibitor] | ? | -91%&-94%[inhibitor] | 3&5 | 2%&1% | -55%&-47%[inhibitor] | 7&2 | 16µM*! | 5µM*

Of the compounds above, these have a tert-butyl group:
SMILES | PTHR1 agonist | HEK293 tox | TDP43 rescue | D3 ag | GLP1R ag | aSyn rescue | D3 antag | KB-V1 MDR tox | GLP1R inv ag
CC(C)(C)NCC(O)COc1ccc(Br)cc1 (stereo not given) | -9% | 2% | 12% | 6 | 2% | 6% | 0 | 3% | -43%
CC(C)(C)C(=O)/C=c1\s/c(=C\c2ccc(-c3ccc([N+](=O)[O-])cc3)o2)c(=O)n1CC(=O)NC(N)=O | -14% | 8% | 12% | 6 | 10% | 0% | 14 | 5% | 13%

(cont.)
SMILES | PTHR1 agonist | HEK293 tox | TDP43 rescue | D3 ag | GLP1R ag | aSyn rescue | D3 antag | KB-V1 MDR tox | GLP1R inv ag
c1cc2c(cc1-c1[nH]ncc1CN1C[C@H]3CC[C@H]1C3)OCO2 | i | 3% | -15% | 9 | 17% | -12% | -14 | 18% | 5%
CC1CCCN(C(=O)C2CCN(S(=O)(=O)c3ccc4c(c3)CC(C)N4C(=O)C3CC3)CC2)C1 (stereo not given) | i | 4% | 17% | 2 | -1% | -2% | -1 | -11% | 7%
COc1ccc(CCNC(=S)Nc2ccccc2C)cc1 | -7% | -24% | ? | -5 | 2% | 1% | 12 | 9% | -16%
COc1ccc(OC)c(C(C(=O)NC2CCCCC2)N(C(=O)c2ccccn2)c2cccnc2)c1 (stereo not given) | i | -8% | -3% | -1 | 8% | -1% | -7 | 11% | 27%
CN(C)Cc1c(O)ccc2occ(C(O)c3ccccc3)c12 (stereo not given) | -6% | -14% | 11% | 6 | -5% | -1% | 25 | 3% | ?
COc1ccc(N2CCN(C(=O)CCS(=O)(=O)c3cc(Br)cc4c3N(C(=O)C3CC3)CC4)CC2)cc1 | i | 0% | 20% | 0 | nt | nt | nt | 8% | 13%
Cn1c(CSCc2ccc(Cl)cc2)nnc1SCC(=O)Nc1nccs1 | i | 4% | 22% | 2 | 0% | -7% | 28 | -30% | 0%
CC(C)NC(=O)c1onc(CSc2ccccc2F)c1C(=O)O | 2% | 1% | -11% | 8 | -2% | -19% | -7 | ? | -3%
CC(C)c1ccc(/C=N/NC(=O)c2cc(-c3cccc([N+](=O)[O-])c3)n[nH]2)cc1 | -26% | -27% | 12% | 17 | 9% | 3% | 19 | -10% | ?
COc1ccc(C(=O)NCCc2cn3ccccc3n2)cc1 | 13% | -1% | -6% | 2 | 1% | -3% | -7 | -12% | 29%
CN(CCC#N)C(=O)COC(=O)c1ccccc1OCc1ccccc1Cl | -6% | -7% | -1% | -7 | 11% | 2% | 1 | 23% | -1%
CCN1C(=O)CC(N2CCN(c3cccc(OC)c3)CC2)C1=O (stereo not given) | -22% | -1%[0.307 µM] | 0% | 3 | -6% | -6% | 0 | 3% | -7%[0.307 µM]
CC(=O)N1CCN(C(=O)c2ccc(Cl)c(S(=O)(=O)N3CCCC3)c2)CC1 | 15% | 2% | -11% | 3 | 3% | -4% | 1 | 12% | 23%
CCn1nc(NC(=O)c2cccnc2)c2cc3ccccc3nc21 | -3%[57.5 µM] | 76%[activator] | -11% | 14 | ? | -2% | 30 | ? | 3%
CC(OC(=O)C1=COCCO1)C(=O)NC1CCCCC1C (stereo not given) | i | -9% | 4% | 6 | -5% | 15% | 1 | -14% | 8%
O=C(CSc1nnc(Cc2ccccc2)o1)Nc1ccc2c(c1)OCO2 | -20%[57.5 µM] | 2% | 15% | 2 | 21% | 4% | -3 | 26% | 0%
Fc1ccccc1C1c2[nH]c3ccccc3c2CCN1Cc1cccn1-c1ncccn1 (stereo not given) | -28% | 3% | 12% | -4 | 0% | -9% | 3 | 1% | ?
CCOC(=O)Cc1csc(NC(=O)CN2CCCCC2)n1 | i | -2% | 4% | -8 | 3% | -7% | -55* | 10% | -7%
O=C(NNC(=O)c1ccc2c(=O)n3c(nc2c1)CCC3)c1ccc(Cl)cc1 | i | 11% | 27% | -4 | -3% | 0% | 0 | 12% | 11%
CCOc1ccc(NC(=O)NCCCN2CCN(c3ccc(OC)cc3)CC2)cc1 | -65%[inhibitor] | -5% | -5% | -12 | 2% | nt | nt | 1% | -9%
COc1ccc(C(=O)NCC(c2cccnc2)N2CCN(c3ccc(F)cc3)CC2)cc1 (stereo not given) | -17% | 1% | 20% | -3 | nt | nt | nt | ? | -11%
c1ccc(CCCNCCCn2cnc3c(OCc4ccccc4)ncnc32)cc1 | -7% | ? | 23% | -34 | 0% | 1% | -12 | 0% | ?
COc1ccc(NC(=O)c2ccccc2[N+](=O)[O-])cc1OC | -3% | 5% | -17% | 3 | 2% | -5% | 0 | 0% | 9%
CCOc1ccc(N(C)S(=O)(=O)c2ccc(C)c(C(=O)NCCc3ccc(OC)cc3)c2)cc1 | -12% | -5% | 13% | 0 | -2% | 6% | 7 | -18% | 10µM*
COc1ccc(S(=O)(=O)NCC(c2ccco2)N2CCN(c3ccccc3F)CC2)cc1C (stereo not given) | -22% | -3% | -9% | -21 | nt | nt | nt | nt | ?
